Yeast tox: yeast growth toxicity, wild-type and mutant, primary screen, cytotoxicity control for eIF2B function restoration project, wild-type and eIF2Bepsilon R284H mutant, A595; growth inhibition, % at 25 µM (by protocol); hit rate 0.3% among 30,000; AID 685, 2007; S. cerevisiae wild-type growth, A595 turbidity, 16 h;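 active = mutant and wild-type yeast strains alike exhibit over 30% growth inhibition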;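 note: 0% = untreated cell controls and 100% = YPD media blanks without cells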
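Schedule: 16 h growth with compound, 30 °C. System: yeast, wild-type or eIF2Bepsilon-R284H mutant. Doses: one dose, 25 µM compound[…]. Buffer or medium: YPD. Signal: turbidity measured as absorbance at 595 nm. Read-out basis: growth inhibition (%) versus cell controls and blanks.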
eIF2B yeast act: GCN4-lacZ reporter reduction in eIF2B-epsilon mutant yeast, primary screen, S. cerevisiae, eIF2B-epsilon R284H, Beta-Glo luminescence; inhibition, % at 25 µM (by protocol); hit rate 0.91% among 27,000;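 active = mutant luminescence inhibited past about 50% while wild type luminescence and mutant growth stay under set limits, limit read from the data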; note: some compounds called inactive have numbers as strong as hits
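Times: 16 h growth with compound at 30 °C, 90 min Beta-Glo step; Assay system: yeast eIF2B-epsilon R284H mutant carrying GCN4–beta-galactosidase fusion; Measure: % inhibition of reporter signal and growth versus controls; Dosing: one concentration, 25 µM, 0.25% DMSO; Buffer or medium: YPD yeast growth medium; Measured by: Beta-Glo luminescence plus absorbance at 595 nm.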
Yeast tox inhibition %: further read-out of Yeast tox, marked with its call; growth inhibition, %; S. cerevisiae eIF2Bepsilon-R284H mutant growth, A595 turbidity, 16 h;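 each compound tested once at 25 µM; 0% equals untreated cells and 100% equals cell-free medium blanks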
eIF2B yeast act mutant toxicity: second read-out of eIF2B yeast act, no call of its own (marks repeat the call); growth inhibition, %; measured here: mutant yeast growth, toxicity;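 each compound tested once at 25 µM; zero equals untreated control growth and 100 equals blank medium absorbance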
Active calls of the source: *; . = not tested or not shown. Not all compounds are listed (hit frequency here may not be typical).

The first 2 compounds, ahead of the listing:
SMILES	Yeast tox	Yeast tox inhibition %	eIF2B yeast act	eIF2B yeast act mutant toxicity
Cc1ccc(Cn2nnnc2CN2CCC(NC(=O)c3ccccc3F)CC2)cc1	18	5	25	5
COc1cccc(N2CCN(C3CC(=O)N(c4ccc(C)c(Cl)c4)C3=O)CC2)c1 (centres undefined)	.	.	-7	.

The listing, from the first entry:
SMILES	Yeast tox	Yeast tox inhibition %	eIF2B yeast act	eIF2B yeast act mutant toxicity
Cc1ccc(Cn2nnnc2CN2CCC(NC(=O)c3ccccc3F)CC2)cc1	18	5	25	5
COc1cccc(N2CCN(C3CC(=O)N(c4ccc(C)c(Cl)c4)C3=O)CC2)c1 (centres undefined)	.	.	-7	.
Cc1ccc(C2CC(=O)Nc3sc(C(N)=O)c(N)c32)cc1 (centres undefined)	0	0	29	.
O=C1N(c2ccc(Cl)c(Cl)c2)CN(Cc2ccccc2)CN1n1cnnc1	14	22	14	22
COc1ccc(C(=O)CSc2nnc(-c3cnccn3)n2Cc2ccco2)cc1	1	-10	8	-10
CCOC(=O)C(=O)Nc1nnc(C2CCCCC2)s1	-2	8	17	8
CCn1c(=O)c2cc(S(=O)(=O)NCc3ccccc3)ccc2n(CC)c1=O	2	6	3	6
CCCn1nnnc1SCC(=O)N(C(C)C)C(C)C	24	0	19	.
CNC(=O)NC(=O)CSc1ncc(C(F)(F)F)cc1Cl	37	-10	-20	-10
CCOc1cc2[nH]c(=S)n(Cc3ccc(C)o3)c(=O)c2cc1OCC	-39	-33	15	-33
O=C(Nc1ncc(Cc2cccc(Cl)c2)s1)c1cccs1	6	9	14	9
COc1ccc(S(=O)(=O)CCC(=O)NCCc2ccc(Cl)cc2)cc1	15	10	.	.
O=C(NCCN1CCOCC1)C1CC(=O)N(c2ccc(F)c(Cl)c2)C1 (centres undefined)	16	3	9	3
Cc1cc(C)n(C(=O)CN2C(=O)COc3ccccc32)n1	9	20	7	20
O=C(CSc1nnc(Cc2ccccc2)o1)NCc1ccco1	17	-11	-11	-11
Cc1nn2c(N3CCN(C4CCCC4)CC3)cc(C(C)(C)C)nc2c1-c1ccccc1	-6	29	-3	29
COc1ccc(/C=c2/sc3n(c2=O)NC2(c4ccccc4)N(C)C(=O)N(C)C2(c2ccccc2)N=3)cc1 (centres undefined)	4	0	.	.
CCOc1ccc(N2Cc3ccccc3C2)cc1	-6	-5	25	-5
Cc1ccc(C(c2nnnn2C(C)(C)C)N2CCN(C3CCCC3)CC2)cc1 (centres undefined)	4	-3	11	-3
O=C(CSc1nnc(COc2ccccc2Cl)o1)NC(=O)NC1CCCC1	15	11	17	11
COc1ccccc1C(=O)Nc1cccc(-c2cn3ccsc3n2)c1	16	7	-10	7
O=C(/C=C/c1ccco1)NC(=S)Nc1ccccn1	-3	11	-40	11
O=c1cc(Nc2ccc3c(c2)OCCO3)[nH]c(=O)n1-c1ccc(Br)cc1	4	10	4	10
CC(=O)c1ccc(NC(=O)Nc2cccc(Cl)c2)cc1	5	28	13	28
O=C(NCc1cccs1)C1CCCN1S(=O)(=O)c1ccccc1F (centres undefined)	10	0	-24	.
CCCN1CCN(c2nc3c([nH]2)c(=N)ncn3CC(O)CO)CC1 (centres undefined)	16	7	-3	7
CCOC(=O)c1c(CN2CCCCC2)n(C)c2ccc(OC)c(S(=O)(=O)c3ccccc3)c12	1	22	10	22
COc1ccc(C2CC(=O)c3sc(N)nc3C2)cc1 (centres undefined)	16	12	18	12
COc1ccc(NC(=O)c2cccs2)cc1NC(=O)c1ccco1	11	10	16	10
CCOC(=O)Cc1[nH]nc2c1C(c1ccoc1)C(C#N)=C(N)O2 (centres undefined)	-20	-7	.	.
CC(=O)Oc1cccc(N2C(=O)c3ccc(C(=O)O)cc3C2=O)c1	16	-12	20	-12
CCOC(=O)C1CCN(S(=O)(=O)c2cc(Cl)c(C)cc2OC)CC1	-6	-6	31	-6
CCOC(=O)c1sc2ncn(C(CC)C(=O)OCC)c(=O)c2c1C (centres undefined)	-5	5	10	5
CCOc1nc(C)ccc1-c1noc(-c2ccccn2)n1	-6	38	-12	38
CCn1cc(C2Nc3ccccc3C(=O)N2O)c(C)n1 (centres undefined)	-2	12	-5	12
COC(=O)CSc1nnc(C)n1-c1ccc(C)cc1	-8	8	-1	8
CCCN(CCC)C(=O)CC(c1ccccc1)c1cc(C)ccc1O (centres undefined)	-7	7	.	.
Cc1ccc(-c2noc(CSc3nc(N)cc(N)n3)n2)cc1	2	-9	33	-9
CCN(CC)CC(C)OC(=O)c1cc(OC)c(OC)c(OC)c1 (centres undefined)	-8	7	-25	7
CCOC(=O)c1cc2nc(-c3ccco3)cc(C(F)(F)F)n2n1	11	5	20	5
CCc1ccc2[nH]c(=O)c(CN(Cc3ccccc3OC)C(=O)Nc3ccccc3OC)cc2c1	1	5	.	.
CCCOP(=O)(c1ccc(N(C)C)cc1)C(O)c1ccncc1 (centres undefined)	11	5	20	5
CSC1=NCCN1C(=O)c1c(F)cccc1F	25	-2	17	-2
COc1ccccc1C(c1nnnn1Cc1ccco1)N1CCN(c2cccc(C)c2C)CC1 (centres undefined)	-25	-3	.	.
CCC(=O)c1ccc(N2CCCC2)c(F)c1	.	.	19	.
Cc1cc(=O)n2nc(N3CCCC(C(=O)N4CCc5ccccc54)C3)sc2n1 (centres undefined)	8	8	21	8
COc1ccc(C2CC(=O)C=C(NCC3CCCO3)C2)cc1 (centres undefined)	7	11	18	11
COc1ccccc1-c1nc(C#N)c(NCc2ccc(F)cc2)o1	11	13	16	13
COc1ccc(NC(=O)CNS(=O)(=O)c2ccccc2)cc1Cl	22	0	6	.
O=C(CN1CCCCC1)N1c2ccccc2CCc2ccccc21	13	14	16	14
O=S(=O)(N/N=C/c1ccc(Cl)cc1)c1ccc(Cc2ncc(C(F)(F)F)cc2Cl)s1	6	26	.	.
Cn1c(C(=O)NCC2CCCO2)cc2c(=O)n3ccccc3nc21 (centres undefined)	3	7	3	7
CCC1SC2=NCN(c3ccccc3)CN2C1=O (centres undefined)	8	-5	2	-5
CC1=C(C(=O)Nc2ccccc2)C(c2cccc([N+](=O)[O-])c2)Nc2nc3ccccc3n21 (centres undefined)	8	5	.	.
O=C(CSCc1cccc(CSCC(=O)Nc2ccccc2)n1)Nc1ccccc1	5	19	27	19
Cn1c(=O)c2ncn(CC(=O)NCCC3=CCCCC3)c2n(C)c1=O	8	-4	4	-4
C=CCn1c(=N)c(C(=O)OC)cc2c(=O)n3cccc(C)c3nc21	2	15	18	15
CCCC(c1nnnn1CCOC)N1CCN(c2cccc(OC)c2)CC1 (centres undefined)	3	8	14	8
COCC(=O)Nc1nc2ccc(C)cc2s1	25	5	34	5
CCCCOc1ccc(C(=O)Nc2ccc(S(=O)(=O)Nc3cc(C)on3)cc2)cc1OC	-40	-36	16	-36

The listing continues:
SMILES	Yeast tox	Yeast tox inhibition %	eIF2B yeast act	eIF2B yeast act mutant toxicity
COC(=O)C1=C(O)/C(=C\c2cc(C)n(-c3ccccc3C)c2C)N=C1C	31	12	19	12
CCN(CC)CCCCOc1ccccc1OC	21	18	-4	18
O=C(Nc1ccccc1Cl)N1CCN(c2ncccn2)CC1	-14	-8	17	-8
Cc1cc(NC(=O)c2noc3c2CCCC3)n(-c2ccccc2)n1	10	4	3	4
CSc1nsc(SC)c1NC(=O)N1CCCCC1	8	12	.	.
Cc1cc(N2CCN(c3ccccn3)CC2)n2nc(C)nc2n1	8	-17	44	-17
COc1ccccc1NC(=O)CCC(=O)Nc1nnc(C(F)(F)F)s1	26	4	4	4
Cc1cc(NC(=O)c2sc(Nc3cccc(C(F)(F)F)c3)nc2N)no1	-3	0	9	.
C=CCSc1nc2ccccc2[nH]1	-11	0	11	.
COc1ccc(C)cc1NC(=O)c1cnc2n(c1=O)CCS2	3	-21	-10	-21
COc1cc(/C=C(/C(=O)c2cccs2)c2nc3ccccc3[nH]2)ccc1O	13	14	.	.
CC(C)(C)CC(C)(C)c1ccc(O)c(CN2CCN(CCC#N)CC2)c1	-7	8	.	.
CCc1ccc(C2=CC(c3cc(Br)ccc3F)n3ncnc3N2)cc1 (centres undefined)	-7	-2	12	-2
Cc1ccccc1N1C(=O)c2ccccc2N2C(=O)c3ccccc3C12 (centres undefined)	-4	3	.	.
CCOC(=O)C1CCN(C(=O)Nc2ccc3nccnc3c2)CC1	11	6	-8	6
COc1ccc(C2C3=C(CC(C)(C)CC3=O)Oc3ncn(Cc4ccco4)c(=N)c32)cc1 (centres undefined)	-24	-10	26	-10
COC(=O)CCN(c1ccccc1)S(=O)(=O)c1ccc(OC)cc1	3	4	-1	4
COc1ccccc1NC(=O)CN1CCN(S(=O)(=O)c2ccc(Br)cc2)CC1	-15	6	20	6
CS(=O)(=O)N(CC(=O)NCc1ccc2c(c1)OCO2)Cc1ccc(Cl)cc1	.	.	10	.
COC(=O)Nc1ccc(S(=O)(=O)N2CCCc3ccccc32)cc1	13	-18	21	-18
Cc1nn(C)c(C)c1CNC(=O)c1cc2n(n1)C(C(F)(F)F)CC(c1cccs1)N2 (centres undefined)	.	.	-16	.
Cn1c(-c2ccc3c(c2)OCO3)cnc1N	-9	11	.	.
Cc1ccc(C2=N/C(=C/N3CCOCC3)C(=O)O2)cc1	11	5	16	5
COC(=O)CNC(=O)c1cccc(F)c1	18	6	12	6
CC12CN3CC(C)(CN(C1)C3c1ccc(Br)cc1)C2=O (centres undefined)	2	-3	10	-3
Cc1nn(Cc2ccc(Cl)c(Cl)c2)c(C)c1NC(=O)c1noc2c1CCCCC2	-3	-9	-6	-9
CCOC(=O)Cn1c(=O)c2c(nc(Br)n2Cc2ccc(Cl)cc2)n(C)c1=O	-34	-45	11	-45
COc1ccc(OCCSc2nnc(C)n2-c2ccccc2)cc1	13	-4	41	-4
Cc1occc1C(=O)Nc1nnc(-c2ccncc2)s1	22	0	-16	.
Cc1ccc(-c2cc(C(=O)Nc3cnn(C45CC6CC(CC(C6)C4)C5)c3)no2)cc1	-16	-11	-77	-11
O=C(O)CCCNS(=O)(=O)c1ccc2ccccc2c1	2	-36	-8	-36
Cc1nn2c3c(cnc2c1-c1ccc(Cl)cc1)C(=O)CC(c1ccco1)C3 (centres undefined)	-7	7	19	7
CN1C(=O)C2(c3ccccc31)N(C)CC(c1ccccc1)C21SC(=S)N(Cc2ccco2)C1=O (centres undefined)	22	-11	6	-11
c1ccc(CCCc2nc(-c3ccccn3)no2)cc1	16	3	-28	3
O=C(O)Cn1c(O)c(C=Nc2ccccc2)sc1=S	8	15	23	15
O=C(COc1ccc(Cl)cc1Cl)OCn1nnc2ccccc2c1=O	11	6	5	6
O=C(CN1C(=O)C2C3C=CC(C3)C2C1=O)N1CCc2ccccc2C1 (centres undefined)	-16	-5	-11	-5
O=C(CN(c1ccc(Cl)cc1)S(=O)(=O)c1ccccc1)N1CCN(c2ccccc2)CC1	-5	14	30	14
CCOc1ccccc1N1CCN(C(=O)C(F)(F)F)CC1	-2	27	13	27
O=C(CN1CCOCCOCCOCCOCC1)Nc1ccccc1	.	.	17	.

The list goes on, overlapping the part above by six compounds.
SMILES	Yeast tox	Yeast tox inhibition %	eIF2B yeast act	eIF2B yeast act mutant toxicity
O=C(O)Cn1c(O)c(C=Nc2ccccc2)sc1=S	8	15	23	15
O=C(COc1ccc(Cl)cc1Cl)OCn1nnc2ccccc2c1=O	11	6	5	6
O=C(CN1C(=O)C2C3C=CC(C3)C2C1=O)N1CCc2ccccc2C1 (centres undefined)	-16	-5	-11	-5
O=C(CN(c1ccc(Cl)cc1)S(=O)(=O)c1ccccc1)N1CCN(c2ccccc2)CC1	-5	14	30	14
CCOc1ccccc1N1CCN(C(=O)C(F)(F)F)CC1	-2	27	13	27
O=C(CN1CCOCCOCCOCCOCC1)Nc1ccccc1	.	.	17	.
O=C(NCCO)C1(c2ccccc2)CCCC1	.	.	-8	.
CCN1CCCC1CNC(=O)C1c2ccccc2C(=O)N(CCOC)C1c1ccc(F)cc1 (centres undefined)	19	-14	-19	-14
Brc1cccc(/C=N\n2cnnc2)c1	-5	-4	2	-4
Cc1c(-c2ccccc2)sc(Br)c1C(=O)N1CCOCC1	20	22	21	22

Among those listed so far, these have a tert-butyl group.
SMILES	Yeast tox	Yeast tox inhibition %	eIF2B yeast act	eIF2B yeast act mutant toxicity
Cc1nn2c(N3CCN(C4CCCC4)CC3)cc(C(C)(C)C)nc2c1-c1ccccc1	-6	29	-3	29
Cc1ccc(C(c2nnnn2C(C)(C)C)N2CCN(C3CCCC3)CC2)cc1 (centres undefined)	4	-3	11	-3
CC(C)(C)CC(C)(C)c1ccc(O)c(CN2CCN(CCC#N)CC2)c1	-7	8	.	.

Compound activity from PubChem BioAssay.
